Assay outcomes: PubChem BioAssay, Broad Institute
GSIS activator: GLuc luminescence reporter in INS-1E cells, primary screen for activators of glucose-dependent secretion of insulin; 0.61% of 370,000 active; INS-1E GLuc reporter insulin secretion, 2-3 h; activation, % at 16.6 µM;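 active = lowest replicate activation of at least 40%, so every replicate reaches that level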;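 also: 0% = median of neutral control wells and 100% = median of IBMX positive control wells; some compounds called inactive have numbers as strong as hits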
XiGFP reactiv: X-chromosome reactivation activator; XiGFP mouse fibroblasts, % GFP-positive cells imaging, 3 d; cells co-treated with 5-aza-dC sensitizer; scaled so ellipticine positive control = 100%; activation, % at 7.58 µM; 0.055% of 360,000 active; AID 743238;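 active = mean normalized replicate activation at least 10% and every replicate at or above 10%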;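 also: 0% = median of on-plate neutral control wells and 100% = ellipticine 6 µM median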
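Assay system – SV40-immortalized XiGFP fibroblast cells, line 68-5-11 · Buffer or medium – DMEM supplemented with 5-aza-dC as sensitizing agent · Dosing – one concentration, pinned · Benchmarks – positive control ellipticine, 6 µM final · Times – 3 days compound exposure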
* = called active by the depositor. These rows are one share of the data; the hit share may differ from the screen's.

SMILES | GSIS activator | XiGFP reactiv
CCOC(=O)c1c(NC(=O)c2cnn3c2NC(c2cccc(OC)c2)CC3C(F)(F)F)sc2c1CCCC2 (configuration not stated) | -4 | 0.0
COC(=O)C1=NN(C(C)=O)C2(CC(=O)N(c3cccc(C)c3)C2=O)C1 (configuration not stated) | 17 | 0.2
O=C(N/N=C/c1ccccc1F)NC1CCCCC1 | 19 | 0.1
COc1ccc(NC(=S)N2CCN(C/C=C/c3ccccc3)CC2)c(OC)c1 | -1 | 0.0
O=C(/C=C/c1ccccc1)NCCSCc1ccccc1 | -13 | 0.3
COc1ccc(NC(=O)c2cc(-c3ccccc3)oc2C)cc1 | -8 | -0.1
C/C(=N\N1CCN(c2ccc(Cl)cc2)CC1)c1cccs1 | 11 | 0.3
CS(=O)(=O)N1C[C@@H]2N[C@H](C1)C2c1ccc(-c2ccc(F)cc2)cc1 (some centres not stated) | 6 | 0.5
Cc1cccc(-n2ccnc2SCC(=O)N2CCCc3ccccc32)c1C | 20 | 0.2
O=C(c1ccncc1)N1CC(=O)N2[C@@H](CO)[C@H](c3ccc(C#CCC4CCCC4)cc3)[C@@H]2C1 | 12 | 0.0
CC(C)=NOc1cc(NC(=O)CCl)cc([N+](=O)[O-])c1 | -12 | 0.3
O=C(CNC(=O)c1ccccc1F)OCC(=O)N1CCCc2ccccc21 | -2 | 0.0
CNC[C@H]1Oc2c(NC(=O)Cc3ccccc3)cccc2C(=O)N([C@H](C)CO)C[C@@H]1C | 8 | -1.3
CC(C)C#Cc1ccc([C@H]2[C@H]3CN(C(=O)Cc4cccnc4)CC(=O)N3[C@H]2CO)cc1 | 0 | 0.6
Cc1ccc(-c2nn(-c3ccccc3)cc2C2CC(c3cccs3)=NN2C(=O)CCC(=O)O)cc1 (configuration not stated) | -2 | -0.1
CCCC#Cc1ccc2c(c1)[C@@H]1[C@@H](CCN1C(=O)C1CCC1)[C@@H](CO)N2 | -15 | 0.0
O=C(NC1CCS(=O)(=O)C1)C1CCCN(S(=O)(=O)c2ccc(Cl)cc2)C1 (configuration not stated) | 19 | 0.7
CO[C@@H]1CN(C)C(=O)c2ccc(NS(=O)(=O)c3cccc(C)c3)cc2OC[C@@H](C)NC[C@@H]1C | -2 | -0.4
CCCNC(=O)N1CC(=O)N2[C@@H](CO)[C@@H](c3ccc(C#Cc4ccccc4)cc3)[C@@H]2C1 | -11 | -0.1
COC(=O)c1cccc(NC(=O)CCc2cc(OC)c(OC)c(OC)c2)c1 | 21 | -0.1

Given as labelled records: entries from further up
CNC[C@H]1Oc2c(NC(=O)Cc3ccccc3)cccc2C(=O)N([C@H](C)CO)C[C@@H]1C
  GSIS activator = 8; XiGFP reactiv = -1.3

CO[C@@H]1CN(C)C(=O)c2ccc(NS(=O)(=O)c3cccc(C)c3)cc2OC[C@@H](C)NC[C@@H]1C
  GSIS activator = -2; XiGFP reactiv = -0.4

CC(C)=NOc1cc(NC(=O)CCl)cc([N+](=O)[O-])c1
  GSIS activator = -12; XiGFP reactiv = 0.3

CCCC#Cc1ccc2c(c1)[C@@H]1[C@@H](CCN1C(=O)C1CCC1)[C@@H](CO)N2
  GSIS activator = -15; XiGFP reactiv = 0.0

(listing goes on)
SMILES | GSIS activator | XiGFP reactiv
CC(C)[C@@H]1CC=CC[C@H](C)Oc2ccccc2C(=O)N(C)[C@H](C(C)C)C(=O)N1 (mixture of isomers) | -14 | 0.3
O=C(O)c1ccc2c(=O)n3c(nc2c1)/C(=C/c1ccccc1C(F)(F)F)CCCC3 | 23 | 0.0
Cc1nc(NC(=O)C(Cl)Cl)sc1C(=O)N(C)C | 18 | 12*
COc1ccccc1NC(=O)COC(=O)c1ccc2c(c1)nc(C)n2-c1ccccc1 | -1 | 0.7
COc1ccc2c3c([nH]c2c1)[C@@H](CO)N(Cc1nccs1)CC31CN(C(=O)C2CCCCC2)C1 | -6 | 0.3
CC1CC1c1ccc(/C=C(\C#N)C(=O)Nc2ccc(Cl)cc2)o1 (configuration not stated) | -23 | 0.1
CN(Cc1ccccc1)C(=S)Nc1ccc(OC(F)F)cc1 | -21 | 0.3
C[C@@H]1CC(=O)NCC/C=C\C[C@@H](c2ccc3c(c2)OCO3)NC1=O | -1 | 0.4
CC(C)NC(=O)N(C)C[C@@H]1Oc2c(cccc2N(C)C)C(=O)N(C)C[C@@H]1C | -4 | -0.1
O=C(Oc1coc(CSc2nnc(NC(=O)C3CC3)s2)cc1=O)c1ccccc1 | 2 | 0.0
COc1cccc(NC(=O)Nc2cc(NC(=O)Nc3cccc(OC)c3)c(C)nc2C)c1 | -4 | 0.0
Cc1ccccc1Nc1nnc(SCC(=O)c2cc3ccccc3o2)s1 | 1 | 0.2
CC1CC(C)CN(CC(O)COCCOc2ccc(Br)cc2)C1 (configuration not stated) | 19 | -0.1
CC(=O)Nc1cccc2c1O[C@H](CN(C)C(C)=O)[C@H](C)CN(C)C2=O | 2 | 0.7
Cn1c2ccccc2c(=O)c2c(=O)n(C3CCCCC3)c(-c3ccco3)nc21 | 17 | 0.0
Cc1c(C(=O)OCc2nc3scc(-c4ccccc4)c3c(=O)[nH]2)cccc1[N+](=O)[O-] | -20 | 0.0
CN(C)C(=O)c1ccc(-c2nnc(NCc3ccccc3)c3ccccc23)cc1 | 4 | 0.3
Cc1cc(C)c(C(=O)CSc2nc(C)cc(C)c2C(N)=O)c(C)c1 | 18 | 0.0
CCc1ccc(-c2ccc(C(=O)O)c(C)n2)cc1 | 0 | 0.0
C[C@H]1CN(C)C(=O)Cc2cc(NS(C)(=O)=O)ccc2O[C@@H]1CN(C)C | 27 | -0.1
CC(C)NC(=O)N(C)C[C@@H]1Oc2ccc(N(C)C)cc2CC(=O)N(C)C[C@H]1C | 6 | 0.2
O=C(CN1CCN(S(=O)(=O)c2ccc(Br)cc2)CC1)N/N=C/c1cc([N+](=O)[O-])ccc1Cl | -37 | 0.0
Cc1sc2nc(CSc3nnnn3-c3ccc(Cl)cc3)[nH]c(=O)c2c1C | -22 | 0.0
O=C(C[C@H]1C[C@@H]2c3cc(NC(=O)NC4CCCCC4)ccc3O[C@@H]2[C@@H](CO)O1)NC1CCCCC1 | -6 | 0.0
C=C(C)C[C@@H]1CCn2nncc2COCCNC1=O | 1 | 0.2
CCCCC(=O)Nc1ccc(NC(=S)NC(=O)CC)cc1OC | 1 | 0.0
CCc1ccc(/C=C/C(=O)c2ccc(N3CCOCC3)cc2)cc1 | -22 | 0.0
CC(C)CC(=O)NC(=S)NNC(=O)c1ccc(NC(=O)C2CCCCC2)cc1 | -11 | 0.0
CC(=O)Nc1ccc(S(=O)(=O)NCC(=O)OCC(=O)c2cc(C)n(-c3ccc4c(c3)OCO4)c2C)cc1 | 3 | 0.1
COc1ccc2c3c(n(C)c2c1)[C@H](CO)N(C(=O)C1CCOCC1)CC31CCN(C)CC1 | 7 | 0.2
Cc1cccc(C(=O)N[C@H](C(=O)OCC(=O)NC2CCS(=O)(=O)C2)C(C)C)c1 (some centres not stated) | 7 | 0.5
CCCC(=O)OCCNc1cc(SCCC(=O)OC)c2nonc2c1[N+](=O)[O-] | -13 | 0.2
Cc1cc(C(=O)COC(=O)CNS(=O)(=O)c2ccc3ccccc3c2)c(C)n1-c1ccccc1 | -22 | 3.7
CC(=O)N1[C@@H]2CN(S(C)(=O)=O)C[C@H]1C2c1ccc(-c2ccc(F)cc2)cc1 (some centres not stated) | 21 | 0.3
Cn1c(SCC(=O)N2CCc3ccccc32)nnc1-c1ccc(S(=O)(=O)N2CCCC2)cc1 | 7 | -0.1
COc1ccc(C(=O)NNC2CC(=O)N(Cc3ccc(Cl)cc3)C2=O)cc1OC (configuration not stated) | -3 | 0.0
CCCC(=O)N(c1ccc2oc(C)c(C(C)=O)c2c1)S(=O)(=O)c1ccc(C)c([N+](=O)[O-])c1 | -8 | 0.3
CC1=C(C(=O)Nc2ccc(C)cc2C)C(c2ccc(C)o2)NC(=S)N1 (configuration not stated) | 6 | -0.1
CC(c1ccccc1)N1C(=O)NC(NC(=O)C(C)(C)C)(C(F)(F)F)C1=O (configuration not stated) | 6 | 0.3
O=C(Nc1cc(Oc2ccc(Cl)cc2)cc([N+](=O)[O-])c1)c1ccco1 | -33 | 0.0
COc1ccc2nc(SCC(=O)Nc3ccc4c(c3)CCC4)[nH]c2c1 | -19 | 0.0
Cc1cc(C)nc(/N=C(\N)Nc2ccc3c(c2)OCCO3)n1 | 6 | 0.0
C=CCn1c(SCC(N)=O)nnc1-c1cc2c(s1)CCC(CC)C2 (configuration not stated) | 9 | 0.1
Cc1ccc(S(=O)(=O)N(C)CC(=O)OCC(=O)NC(=O)Nc2ccc3c(c2)OCCO3)cc1 | -9 | 0.3
NNC(=O)CC12CC3CC(C1)CC(n1ncnn1)(C3)C2 | -1 | -0.1
O=C(C[n+]1cccc(CNC(=O)c2ccc(OC(F)F)cc2)c1)Nc1cc(C(F)(F)F)ccc1Cl | 0 | 0.2
COCCNC(=S)N/N=C(\C)c1ccc2cc(OC)ccc2c1 | -15 | -0.1
CCc1ccc2c(CN3CCN(S(=O)(=O)c4cccs4)CC3)cc(=O)oc2c1 | -15 | -0.1
CC(C)Nc1nc(Cl)nc(N(C#N)CN2C(=O)c3ccccc3C2=O)n1 | -20 | 0.6
COc1cc(-c2n[nH]c(=S)n2-c2ccc(C)cc2)cc(OC)c1OC | 16 | 0.0
COC(=O)N(C)C[C@H]1OCc2ccccc2-c2ccccc2C(=O)N([C@H](C)CO)C[C@@H]1C | 27 | 0.1
Cc1cc(=O)oc2cc(OC(=O)CCCCCN3C(=O)c4ccccc4C3=O)ccc12 | 14 | 0.0
CNC[C@H]1Oc2ccc(NC(=O)NC(C)C)cc2C(=O)N(C)C[C@H]1C | 3 | 0.2
C#CCN1C(=O)S/C(=C\c2ccc(N3CCOCC3)cc2C)C1=O | 22 | 0.0
CN1C(=O)c2cc(NC(=O)c3cnccn3)ccc2OC[C@H]2O[C@@H](CC(=O)NCC3CC3)CC[C@H]21 | 14 | 0.0
Cc1ccc(NC(=O)C(=O)NCCOc2ccc(Cl)cc2)c(C)c1 | -6 | 0.4
COc1ccc2c3c([nH]c2c1)[C@@H](CO)N(CC1CC1)CC31CN(C(=O)c2ccccc2F)C1 | -13 | 0.3
Cc1ccc(NC2=C(Cl)C(=O)N(C3CCCCC3)C2=O)cc1 | 29 | 0.0
Cc1ccccc1NC(=O)C1C2/C=C\CCCCC21 (configuration not stated) | -4 | 0.0
CCOc1ccc(NS(=O)(=O)c2cnc(Cl)c(Cl)c2)cc1 | -19 | -0.1

Next section:
SMILES | GSIS activator | XiGFP reactiv
COc1ccc(Nc2nc(NCc3ccco3)nc(N/N=C/c3ccccc3Cl)n2)cc1 | 1 | -0.1
CC(OC(=O)c1ccccc1Br)C(=O)Nc1nc(-c2cccc([N+](=O)[O-])c2)cs1 (configuration not stated) | -23 | 0.0
C[C@@H]1CN(C)C(=O)c2cccc(NS(C)(=O)=O)c2O[C@H]1CN(C)C | 10 | 0.0
CC(C)CC#Cc1ccc([C@H]2[C@H]3CN(C(=O)c4ccc5c(c4)OCO5)CC(=O)N3[C@H]2CO)cc1 | 7 | 0.5
O=C(COc1ccc2ccc(=O)oc2c1)Nc1ccc(N2CCOCC2)cc1 | 32 | 0.1
CC(=O)c1cccc(NC(=S)NC(=O)c2ccccc2)c1 | 14 | -0.1
CC=Cc1ccc2n(c1=O)C[C@H]1[C@H](CO)[C@@H](C(=O)NCC(F)(F)F)[C@@H]2N1C(=O)C1CCCC1 (mixture of isomers) | 19 | 0.3
COc1ccccc1C(=O)NNC(=S)NC(=O)c1sc2ccccc2c1Cl | -15 | 0.0
COc1cccc(/C=N/NC(=O)CN2CC(c3ccccc3)CC2=O)c1O (configuration not stated) | 2 | 0.4
O=C(c1ccc(Cl)c([N+](=O)[O-])c1)N(Cc1ccc(Cl)cc1)C1CCS(=O)(=O)C1 (configuration not stated) | -12 | 0.1
CCCNC(=O)N1CC2(C1)CN(C(=O)COC)[C@H](CO)c1c2c2ccc(OC)cc2n1C | 10 | 0.3
Cc1ccc(Cl)cc1N1CCN(CC(O)COCc2ccco2)CC1 (configuration not stated) | 0 | 0.0
COc1cc2cc(CN(CCc3ccccc3C)C(=S)NCCCN(C)C)c(=O)[nH]c2cc1OC | 4 | 0.0
COc1ccc(C[C@@H]2CCn3nncc3COC[C@@H](CC(C)C)NC2=O)cc1 | 4 | 0.0
COc1ccccc1NS(=O)(=O)c1cccc(NC(=O)Nc2cccc(Cl)c2)c1 | -20 | 0.0
COc1ccc(NC(=O)c2ccc3ccccc3n2)cc1S(=O)(=O)N1CCCCC1 | -24 | 1.2
CCNS(=O)(=O)c1cc(OC)c(Cl)cc1OC | 29 | 0.1
COc1cc(/C=C(\C#N)C(=O)Nc2cccnc2)ccc1OC(C)C | -30 | 0.4

Part of the list above in order of molar mass, smallest number first.
SMILES | GSIS activator | XiGFP reactiv
COc1ccc(NC(=O)c2ccc3ccccc3n2)cc1S(=O)(=O)N1CCCCC1 | -24 | 1.2
O=C(c1ccc(Cl)c([N+](=O)[O-])c1)N(Cc1ccc(Cl)cc1)C1CCS(=O)(=O)C1 (configuration not stated) | -12 | 0.1
COc1cc2cc(CN(CCc3ccccc3C)C(=S)NCCCN(C)C)c(=O)[nH]c2cc1OC | 4 | 0.0

For convenience, part of the list above:
SMILES | GSIS activator | XiGFP reactiv
COc1ccc(Nc2nc(NCc3ccco3)nc(N/N=C/c3ccccc3Cl)n2)cc1 | 1 | -0.1
CC(OC(=O)c1ccccc1Br)C(=O)Nc1nc(-c2cccc([N+](=O)[O-])c2)cs1 (configuration not stated) | -23 | 0.0
